Bioassay records: PubChem, National Center for Advancing Translational Sciences (NCATS)
TDP1 block – inhibitors of human tyrosyl-DNA phosphodiesterase TDP1; Q9NUW8; recombinant TDP1, AlphaScreen DNA substrate cleavage; Potency, µM (highest dose often 130 µM), for the others: at the top dose activity change, negative = inhibition, most hits filed as inhibitors; actives 0.28% (n = 350,000); further: nearly all actives have a fitted effect of over 40% in size
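E. coli-derived human Tdp1, 1 nM final. Cpd preinc 15 min RT; substrate 15 nM final, 5 min RT; AS bead mix 10 ug/ml final, 10 min RT. Signal loss = tyrosine-FITC cleavage. No-enzyme wells = max signal.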
KAT2A inh – blocks human GCN5L2 histone acetyltransferase; Q92830; GCN5L2 HAT assay, ThioGlo1 CoA-SH fluorescence; Potency, µM (titrated, usually from 58.9 µM), for the others: at the top dose activity change, negative = inhibition, hits mostly inhibitors; actives 0.21% (n = 390,000); AID 504327
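Compounds, pin-transferred from DMSO stocks, meet 20nM GCN5L2 for 15 min before the reaction begins with H3(1-25) peptide (75uM) and acetyl-CoA (70uM). Thiol-reactive ThioGlo1 reports CoA release over 20 min at room temperature.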
DT40 TDP1 no CPT – qHTS for Inhibitors of human tyrosyl-DNA phosphodiesterase 1 (TDP1): qHTS in cells in absence of CPT | DT40 Tdp1-/- hTDP1 cells, no CPT, ATP luminescence, 48 h | Potency, µM (doses to about 46.2 µM), inactives show at the highest dose activity change, negative = growth inhibition, usual class: inhibitors | actives 15% (n = 420,000); further: nearly all actives have a fitted effect of over 55% in size
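Camptothecin absent (DMSO only). Human TDP1-complemented DT40 knockout cells, 400 cells/well, 37 °C for minimum 48 hr; ATP measured via CellTiter-Glo, 30 min dark incubation, luminescence.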
The depositor's hits bear a star; ? = inconclusive; · = no result given. The call rests on the fitted dose curve; in most records, active means well fitted curve in the direction sought with a large enough effect; inconclusive means small, poorly fitted or top-dose-only effect, or another doubt; inactive means no such curve, though single readings can be large; an effect the other way counts as inactive or inconclusive. On the % scale 0 is the no-effect control and ±100 the full control effect; potency means the concentration at half of the fitted maximal effect.

1) O=c1cc(-c2ccc(O)cc2)oc2cc(O[C@@H]3O[C@H](CO)[C@H](O)[C@H](O)[C@H]3O)cc(O)c12
  TDP1 block: 2% | KAT2A inh: · | DT40 TDP1 no CPT: ·

2) COc1ccc(-c2cc(=O)c3c(O)cc(O[C@H]4OC(COC5OC(C)C(O)C(O)[C@H]5O)C(O)C(O)C4O)cc3o2)cc1O (stereo partly drawn)
  TDP1 block: · | KAT2A inh: -21% | DT40 TDP1 no CPT: ·

3) CCCSS/C(CCO)=C(/C)N(C=O)Cc1cnc(C)nc1N
  TDP1 block: · | KAT2A inh: 0% | DT40 TDP1 no CPT: ·

4) CC1=C(c2ccc(NN=C(C#N)C#N)cc2)NNC(=O)C1
  TDP1 block: · | KAT2A inh: -12% | DT40 TDP1 no CPT: ·

5) CC1CCC(C(C)C)C(OC(=O)c2ccccc2O)C1 (stereo not drawn)
  TDP1 block: · | KAT2A inh: 1% | DT40 TDP1 no CPT: ·

6) CCCSS/C(CCO)=C(\C)N(C=O)Cc1cnc(C)nc1N
  TDP1 block: · | KAT2A inh: · | DT40 TDP1 no CPT: 3µM*

7) COc1cc(Nc2c(C#N)cnc3cc(OCCCN4CCN(C)CC4)c(OC)cc23)c(Cl)cc1Cl
  TDP1 block: · | KAT2A inh: · | DT40 TDP1 no CPT: ?

8) CC(=O)c1ccc(OCC(=O)N2CCCCC2)cc1
  TDP1 block: · | KAT2A inh: · | DT40 TDP1 no CPT: 5%

9) CC(C)[C@@H]1CC[C@@H](C)C[C@H]1OC(=O)c1ccccc1O
  TDP1 block: · | KAT2A inh: · | DT40 TDP1 no CPT: -1%

10) COc1cncc(C#Cc2ccccn2)c1
  TDP1 block: · | KAT2A inh: · | DT40 TDP1 no CPT: -24%

11) CC[C@H]1OC(=O)C[C@@H](O)[C@H](C)[C@@H](O[C@@H]2O[C@H](C)[C@@H](O)[C@H](N(C)C)[C@H]2O)[C@@H](CCN2C[C@H](C)C[C@H](C)C2)C[C@@H](C)C(=O)/C=C/C(C)=C/[C@@H]1CO[C@@H]1O[C@H](C)[C@@H](O)[C@@H](OC)[C@H]1OC
  TDP1 block: · | KAT2A inh: · | DT40 TDP1 no CPT: -11%

12) CC1c2ccccc2CN1NC(=O)c1ccc(Cl)c(S(N)(=O)=O)c1 (stereo not drawn)
  TDP1 block: · | KAT2A inh: · | DT40 TDP1 no CPT: 5%

13) COc1cc(N)c(Cl)cc1C(=O)NC1CCN(CCCOc2ccc(F)cc2)CC1OC (stereo not drawn)
  TDP1 block: · | KAT2A inh: · | DT40 TDP1 no CPT: ?

14) CCN(CC)C(=O)Nc1ccc(OCC(O)CNC(C)(C)C)c(C(C)=O)c1 (stereo not drawn)
  TDP1 block: · | KAT2A inh: · | DT40 TDP1 no CPT: -10%

Single records (already shown). Values in the order: TDP1 block	KAT2A inh	DT40 TDP1 no CPT
CCCSS/C(CCO)=C(\C)N(C=O)Cc1cnc(C)nc1N is entered as ·	·	3µM*
CC1=C(c2ccc(NN=C(C#N)C#N)cc2)NNC(=O)C1 is entered as ·	-12%	·
COc1cc(Nc2c(C#N)cnc3cc(OCCCN4CCN(C)CC4)c(OC)cc23)c(Cl)cc1Cl is entered as ·	·	?
CC[C@H]1OC(=O)C[C@@H](O)[C@H](C)[C@@H](O[C@@H]2O[C@H](C)[C@@H](O)[C@H](N(C)C)[C@H]2O)[C@@H](CCN2C[C@H](C)C[C@H](C)C2)C[C@@H](C)C(=O)/C=C/C(C)=C/[C@@H]1CO[C@@H]1O[C@H](C)[C@@H](O)[C@@H](OC)[C@H]1OC is entered as ·	·	-11%
CC(C)[C@@H]1CC[C@@H](C)C[C@H]1OC(=O)c1ccccc1O is entered as ·	·	-1%

Filtered by structure, the entries above containing a cyano group (two)
4) CC1=C(c2ccc(NN=C(C#N)C#N)cc2)NNC(=O)C1
  TDP1 block: · | KAT2A inh: -12% | DT40 TDP1 no CPT: ·

7) COc1cc(Nc2c(C#N)cnc3cc(OCCCN4CCN(C)CC4)c(OC)cc23)c(Cl)cc1Cl
  TDP1 block: · | KAT2A inh: · | DT40 TDP1 no CPT: ?

Not all compounds are listed; the hit share may differ from the screen's.
